# Assay outcomes as filed in PubChem.
# inhibitors of VEEV = inhibitors of VEEV TC-83 cytopathic effect, confirmation, Vero cells (AID 588727); hit rate 0.13% among 350,000; one-dose inhibition, % at 20 µM; IC50 in µM for titrated hits; Vero cells, VEEV TC-83 cytopathic effect inhibition; higher % means a stronger effect; in the data active = a potency from the dose series; inconclusive = inhibition mostly from about 14% at the one dose, without a potency; inactive = the rest, 99 in 100 with inhibition below about 12%; also: strong numbers were not always called active
# H37Rv inhibition = M. tuberculosis growth inhibition, HTS (AID 449762). M. tuberculosis H37Rv growth inhibition, 7H9 media; higher % means a stronger effect. inhibition, % at 25 µM, or IC50 in µM where a hit was titrated. hit rate 0.59% among 330,000; in the data active = a potency from the dose series; inconclusive = inhibition above about 70% without an active follow-up result;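 also: bacterial growth assessed after seven days of incubation; strong numbers were not always called active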
# influenza NS1A = H1N1 influenza NS1A inhibitors, functional cell based assay (AID 504329). NS1A functional cell-based assay, percent inhibition; higher % means a stronger effect. inhibition, % at 12.5 µM, or IC50 in µM where a hit was titrated. hit rate 0.3% among 340,000; in the data active = a potency from the dose series; inconclusive = inhibition above about 27% without an active follow-up result; also: strong numbers were not always called active
# tuberculosis growth = growth inhibition of non-replicating M. tuberculosis (AID 488890) | one-dose inhibition, % at 25 µM; IC50 in µM for titrated hits | hit rate 0.39% among 320,000 | Mycobacterium tuberculosis non-replicating, growth inhibition; higher % means a stronger effect; in the data active = a potency from the dose series; inconclusive = inhibition mostly from about 82% at the one dose, without a potency; inactive = the rest, 99 in 100 with inhibition below about 76%;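 also: plate controls were DMSO cells for no effect and high antibiotic wells for full effect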
# PhoP GFP inhibition = PhoP regulon inhibitors, Salmonella typhi PhoP promoter GFP reporter, confirmatory (AID 1850). Salmonella Typhi PhoP-promoter GFP reporter, fluorescence, 4 h; higher % means a stronger effect. one-dose inhibition, % at 50 µM; IC50 in µM for titrated hits. hit rate 0.33% among 310,000; in the data active = a potency from the dose series; inconclusive = inhibition mostly from about 25% at the one dose, without a potency; inactive = the rest, 99 in 100 with inhibition below about 19%;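 also: 0% = induced wells with vehicle and 100% = uninduced wells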
# inhibitors of VEEV 10K pilot screen = recorded beside inhibitors of VEEV, whose call it bears; inhibition, %; measured here: 10K pilot screen inhibition
# * = called active by the depositor; i = inactive; ? = inconclusive; nt = not tested or not shown. This is a random part of the collection. Share with any hit: about 1.6%.
SMILES,inhibitors of VEEV,H37Rv inhibition,influenza NS1A,tuberculosis growth,PhoP GFP inhibition,others
CC1CCN(S(=O)(=O)c2cccc(C(=O)N(Cc3ccccc3)c3ccccn3)c2)CC1,2.2%,-2%,3%,15%,-5%,
O=C(COC(=O)CCc1nc2ccccc2c(=O)[nH]1)Nc1ccccc1OC(F)F,i,-2%,1%,-7%,nt,
Cc1cc(C)n(C(=O)CN2C(=O)COc3ccccc32)n1,2.4%,0%,0%,-8%,2%,
O=C(Nc1ccc(-c2cn3ccsc3n2)cc1)C1CCCC1,0.2%,9%,10%,35%,13%,
CN(Cc1cn(-c2ccccc2)nc1-c1ccc(F)cc1)C(=O)CCC(=O)O,2.7%,-3%,-5%,-6%,0%,
CC(=O)Nc1ccc(-c2csc(NCc3ccccc3)n2)cc1,7.5%,16%,-2%,20%,10%,
O=C(CSc1nnc(Cc2ccccc2)o1)NCc1ccco1,i,-20%,0%,?,-1%,
COc1cccc(Nc2ccc([N+](=O)[O-])c3nonc23)c1,i,9.4µM*,7%,?,-3%,
COc1cc(OC)cc(C(=O)NCC(=O)NC(C)c2ccccc2)c1 (stereo unspecified),0.2%,-4%,-1%,-7%,-10%,
Cc1ccc(-n2ccc(=O)c(C(=O)Nc3ccc(S(=O)(=O)Nc4onc(C)c4C)cc3)n2)cc1,0.2%,47%,14%,54%,-1%,
C/C(=N\NC(=O)CNc1cccc2ccccc12)c1ccccc1,5.9%,-2%,1%,1%,-3%,
COc1ccc(/C=C2\N=C3CCCCCN3C2=O)cc1,2.2%,2%,-11%,-11%,-8%,
O=C(COC(=O)c1ccc[nH]c1=O)NC1CCCCCCC1,0.2%,-1%,-2%,6%,-5%,
COc1ccc(-c2c(C(F)(F)F)nn(C)c2NC(=O)c2ccco2)cc1,2.0%,-6%,7%,-16%,2%,
O=C(NCCN1CCOCC1)C1CC(=O)N(c2ccc(F)c(Cl)c2)C1 (stereo unspecified),2.6%,10%,-9%,7%,3%,

# Continued; it opens with the four that closed the last part.
SMILES,inhibitors of VEEV,H37Rv inhibition,influenza NS1A,tuberculosis growth,PhoP GFP inhibition,others
COc1ccc(/C=C2\N=C3CCCCCN3C2=O)cc1,2.2%,2%,-11%,-11%,-8%,
O=C(COC(=O)c1ccc[nH]c1=O)NC1CCCCCCC1,0.2%,-1%,-2%,6%,-5%,
COc1ccc(-c2c(C(F)(F)F)nn(C)c2NC(=O)c2ccco2)cc1,2.0%,-6%,7%,-16%,2%,
O=C(NCCN1CCOCC1)C1CC(=O)N(c2ccc(F)c(Cl)c2)C1 (stereo unspecified),2.6%,10%,-9%,7%,3%,
COCCCN1C(=O)C(=O)/C(=C(/O)c2ccc(S(=O)(=O)N3CCCCC3)cc2)C1c1ccc(F)cc1 (stereo unspecified),i,-6%,-4%,5%,-19%,
CCCCC1(Br)C(=O)N(c2ccccc2)N(c2ccccc2)C1=O,i,17%,-2%,23%,nt,
CCCCc1nnc(NC(=O)Cc2ccc(S(=O)(=O)N3CCOCC3)s2)s1,2.6%,-5%,-2%,12%,nt,
O=C(Nc1cnn(Cc2ccc(F)cc2)c1)c1cnn2c(C(F)F)cc(-c3ccccc3)nc12,0.5%,6%,15%,-3%,-8%,
Cc1nnc(SCC(=O)NC2CCCCC2)s1,0.2%,-1%,-1%,32%,0%,
Cc1cc(C)nc(-n2ncc3c2CCCC3=O)n1,0.0%,5%,0%,-1%,-7%,
C#CCOCCOCCOCCNc1nc(N2CCN(C(=O)Cn3cc(CCO)nn3)CC2)nc(N2CCN(C(=O)[C@H]([C@@H](C)O)n3cc(CCCCN)nn3)CC2)n1,0.4%,3%,-6%,-33%,2%,inhibitors of VEEV 10K pilot screen=0.7
O=C(Nc1ccc(Br)cc1)C1CCCN(C2=NS(=O)(=O)c3ccccc32)C1 (stereo unspecified),2.9%,-10%,4%,5%,nt,
O=C(NCc1ccc2c(c1)OCO2)C1CC(c2ccc(Cl)c(Cl)c2)=NO1 (stereo unspecified),0.4%,11%,12%,6%,10%,
N=c1nc(-c2ccccc2)ccn1O,0.6%,-2%,9%,1%,1%,
NCCc1c[nH]c2ccc(C(N)=O)cc12,0.3%,16%,0%,-12%,20%,
O=C(Nc1ncc(Cc2cccc(Cl)c2)s1)c1cccs1,5.3%,?,1%,?,-9%,
CCC(CC)c1nnc(NC(=O)c2ccc3c(c2)OCO3)s1,2.0%,-2%,-2%,13%,-3%,
COc1ccc(S(=O)(=O)CCC(=O)NCCc2ccc(Cl)cc2)cc1,1.3%,-2%,1%,20%,5%,
CN(C)/C=N/c1c(C#N)cnn1-c1ccc(C(F)(F)F)cn1,0.8%,11%,0%,-3%,-4%,
C=CCN(c1ccccc1OC)S(=O)(=O)c1cccc(C(=O)OCC(=O)N2CC(C)OC(C)C2)c1 (stereo unspecified),i,5%,3%,18%,nt,
O=[N+]([O-])c1ccc(CSc2ccc(S(=O)(=O)N3CCCC3)cn2)cc1,5.2%,8%,-10%,52%,nt,
C[N+]1(CC(=O)OCCCc2ccccc2)CCCC1,0.7%,7%,6%,-2%,-5%,
Cc1ccc(S(=O)(=O)N(C)C)cc1NC(=O)C(C)Sc1ccccc1 (stereo unspecified),0.1%,-7%,-3%,6%,11%,
Cc1ccc(/C=N/Nc2nc(N3CCCCC3)nc(N3CCCCC3)n2)o1,9.3%,23%,14%,12%,6%,
CC1=C(C(=O)OCc2ccccc2)C(c2ccc(N(C)C)cc2)NC(=O)N1 (stereo unspecified),2.9%,-1%,3%,3%,-12%,
COCCN(C(=O)COC(=O)CCC(=O)c1ccc(Cl)cc1)c1c(N)n(Cc2ccccc2)c(=O)[nH]c1=O,7.7%,-11%,-8%,10%,-3%,
COC(=O)CCc1nc2cc(Cl)ccc2n(Cc2ccccc2)c1=O,1.1%,0%,1%,28%,-4%,
CCOc1cc([N+](=O)[O-])cc(/C=C2/NC(=O)N(Cc3ccccc3F)C2=O)c1O,1.0%,5%,9%,42%,16%,
O=C(O)[C@H](Cc1ccccc1)Nc1ccc([N+](=O)[O-])cn1,0.2%,3%,-1%,15%,6%,
COC(=O)C1C(O)=C(C=Nc2ccccc2)C(=O)CC1(C)C (stereo unspecified),1.4%,3%,-10%,-10%,-9%,
CN(C)CCNC(=S)Nc1ccc(F)c(F)c1F,0.7%,-2%,1%,4%,11%,
O=c1cc(Nc2ccc3c(c2)OCCO3)[nH]c(=O)n1-c1ccc(Br)cc1,1.7%,-4%,3%,-3%,-2%,
COc1cc(C(C#N)N2N=C(c3ccccc3)CC2c2ccccc2)ccc1O (stereo unspecified),1.0%,5%,-2%,74%,13%,
Cc1onc(-c2c(Cl)cccc2Cl)c1NC(=O)NNc1c(Cl)cncc1Cl,i,-6%,5%,-8%,5%,

# 3 compounds from above, arranged by count of non-hydrogen atoms, ascending.
SMILES,inhibitors of VEEV,H37Rv inhibition,influenza NS1A,tuberculosis growth,PhoP GFP inhibition,others
Cc1ccc(/C=N/Nc2nc(N3CCCCC3)nc(N3CCCCC3)n2)o1,9.3%,23%,14%,12%,6%,
COc1cc(C(C#N)N2N=C(c3ccccc3)CC2c2ccccc2)ccc1O (stereo unspecified),1.0%,5%,-2%,74%,13%,
COCCN(C(=O)COC(=O)CCC(=O)c1ccc(Cl)cc1)c1c(N)n(Cc2ccccc2)c(=O)[nH]c1=O,7.7%,-11%,-8%,10%,-3%,

# (listing goes on)
SMILES,inhibitors of VEEV,H37Rv inhibition,influenza NS1A,tuberculosis growth,PhoP GFP inhibition,others
Cc1c(CCOC(=O)C23CC4CC(CC(C4)C2)C3)sc[n+]1CC#N,7.6%,2%,10%,19%,2%,
Cc1ccc(S(=O)(=O)N2CCN(C3CCC(c4ccccc4)CC3)CC2)cc1 (stereo unspecified),nt,-12%,nt,-3%,-3%,
CC(=O)c1ccc(NC(=O)Nc2cccc(Cl)c2)cc1,0.3%,1%,5%,28%,7%,
Cc1sc2nc(CN3CCCC3)nc(NCc3ccncc3)c2c1C,i,10%,5%,41%,-2%,
N#CC1C=Cc2ccccc2N1C(=O)c1ccccc1 (stereo unspecified),i,-6%,-5%,-2%,3%,
Cc1ccccc1C(=O)Nc1ccnn1C1CCN(C(C)Cc2ccccc2F)CC1 (stereo unspecified),4.5%,6%,1%,38%,2%,
O=S(=O)(c1ccccc1)N1CN(c2ccc(F)cc2F)c2nc3ccccc3nc21,nt,-6%,nt,5%,nt,
COc1ccc(-c2cn(CCC(=O)NCc3ccc(C)cc3)c(-c3ccncc3)n2)cc1,0.2%,-4%,-1%,17%,0%,inhibitors of VEEV 10K pilot screen=0.2
COCCn1c(SCC(=O)Nc2cc(C(C)(C)C)nn2-c2ccccc2)nc2ccccc2c1=O,0.3%,-1%,4%,6%,11%,
CCn1nnnc1SCC(=O)N(C)C1CCS(=O)(=O)C1 (stereo unspecified),0.1%,1%,-24%,-20%,nt,
CCc1nn(CC(=O)NCCCc2ccccc2)c(=O)c2cc3c(OC)cccc3n12,1.6%,-4%,-11%,-20%,-3%,
Cc1onc(-c2ccccc2)c1-c1ccnn1S(=O)(=O)c1ccc(Cl)cc1,3.9%,5%,4%,4%,11%,
O=C(/C=C/c1ccco1)NC(=S)Nc1ccccn1,4.9%,7%,1%,3%,-4%,
Cc1cc(-c2nnnn2-c2cc(Cl)cc(Cl)c2)no1,0.1%,3%,-6%,-4%,-1%,
Cc1nnc(SCC(=O)N2c3ccccc3CC2C)s1 (stereo unspecified),1.4%,3%,-10%,7%,-3%,
Cn1c(-c2ccc3ccccc3n2)[n+](C)c2ccccc21,3.7%,1%,-24%,6%,2%,
COc1cc(C(C)=O)ccc1COc1ccc(C(=O)OC(C)C(=O)NC(N)=O)cc1OC (stereo unspecified),8.2%,0%,4%,-8%,-1%,
CC/C(=C\c1oc2cc3ccccc3cc2[n+]1CC)Nc1ccccc1,26%,6%,-10%,3.1µM*,0%,
N#CCCN1CCN(CCC#N)C1=S,1.4%,nt,-17%,nt,nt,
CCOC(=O)/C(=C/c1cn(C)c2ccccc12)NC(=O)c1ccccc1,3.4%,-1%,-21%,-14%,-1%,
Cc1ccc2cc(CCNC(=O)c3ccco3)c(=O)[nH]c2c1,0.9%,-2%,0%,-6%,0%,
Cc1nnc(SCC(=O)Nc2ccc3c(c2)OCCO3)s1,i,4%,-3%,6%,-17%,
CC(=O)OCC1OC(n2c(S)c(C#N)c(-c3ccccc3)c(C#N)c2=O)C(OC(C)=O)C(OC(C)=O)C1OC(C)=O (stereo unspecified),i,nt,-4%,nt,nt,
CCc1ccc(C2CC(=O)Nc3c2c(=O)nc2c(C)cccn32)cc1 (stereo unspecified),0.1%,4%,12%,12%,3%,
CCCCCNCc1cccn1C,0.1%,2%,5%,12%,-5%,
O=C(NCc1ccccc1)C1CCCN(S(=O)(=O)c2cccs2)C1 (stereo unspecified),0.1%,-6%,5%,10%,-9%,
COc1ccccc1C/C(N)=N/OC(=O)c1ccc2c(c1)OCO2,2.6%,-3%,8%,41%,2%,
COCCn1nnnc1C(c1cccs1)N1CCN(c2cc(C)ccc2C)CC1 (stereo unspecified),i,-8%,4%,19%,-2%,
Cc1ccc(C)c(OCCCC(=O)Nc2nccs2)c1,0.7%,-4%,2%,28%,6%,
CCOC(=O)N1CCN(C(=O)CS(=O)Cc2nc(-c3ccc(C)cc3)oc2C)CC1 (stereo unspecified),0.6%,-5%,5%,5%,-7%,inhibitors of VEEV 10K pilot screen=3.1
O=S(=O)(c1ccc(Oc2ccc(-c3nnco3)cc2)nc1)N1CCC(Cc2ccccc2)CC1,0.7%,-10%,8%,-11%,-15%,
CC(C)CN(CC(C)C)S(=O)(=O)N1CCC(C(=O)NC2CCCCCCC2)CC1,i,-5%,-5%,3%,-4%,
COc1ccc(N=Cc2c(O)n(-c3cccc(C)n3)c(=O)c3ccccc23)cc1,11%,46%,1%,16%,-5%,
COCCNC(=O)Cn1c(=O)n(CCCCCC(=O)Nc2ccccc2)c(=O)c2sccc21,1.0%,-27%,-1%,-10%,-2%,
Cc1ccc(NC(=O)Nc2cccnc2)cc1NC(=O)Nc1cccnc1,8.7%,38%,1%,7%,-15%,
O=C(CSc1nc2ccccc2s1)NC1CCCC1,0.7%,-17%,1%,66%,4%,
